All columns: NCI-60 one-dose screen, growth in % after 48 h at 10 µM unless noted; 100 = growth as untreated, 0 = no growth, -100 = all killed.
A498: A498 renal cancer cells. actives 5.4% (n = 76,000)
SNB-75: SNB-75 CNS cancer | actives 5% (n = 79,000) | AID 1794750
CAKI-1: CAKI-1 renal cancer | actives 4.7% (n = 75,000) | AID 1794772
SF-539: SF-539 CNS cancer. actives 6.8% (n = 81,000)
SF-268: SF-268 CNS cancer cells. actives 3.1% (n = 82,000). AID 1794759
ACHN: ACHN renal cancer; actives 4.9% (n = 81,000); AID 1794771
RXF 393: RXF 393 renal cancer cells | actives 6.9% (n = 77,000)
SNB-19: SNB-19 CNS cancer cells. actives 2.5% (n = 81,000)
* = called active by the depositor. The calls were made as follows: active = growth percent below 10; inactive = the rest.

Results for COc1ccc([Si](C)(C)CNCCSS(=O)(=O)O)cc1 ?
A498: 78.8; SNB-75: 98.9; CAKI-1: 84.4; SF-539: 105.3; SF-268: 63.6; ACHN: 101.4; RXF 393: 122.1; SNB-19: 91.5

How did O=C(O)c1ccc2c(c1)C(=O)N(c1ccccc1)C2=O do in these assays?
A498: 84.1; SNB-75: 80.6; CAKI-1: 98.7; SF-539: 112.6; SF-268: 106.6; ACHN: 105.2; SNB-19: 106.1

What do the screens show for `CCOC(=O)c1sc2nc(-c3ccncc3)nc(N3CCOCC3)c2c1C`?
A498: 95.7; SNB-75: 88.6; CAKI-1: 84.3; SF-539: 87.6; SF-268: 78.1; ACHN: 95.6; RXF 393: 72.8; SNB-19: 84.2

How did Cc1cccc(C2(O)CCCCC2)c1 do in these assays?
A498: 67.5; SNB-75: 110.2; CAKI-1: 102.7; SF-539: 95.9; SF-268: 97.3; ACHN: 109.6; RXF 393: 107.8; SNB-19: 104.4

Results for C#CCOc1ccc2ncnc(Nc3cccc(NC(=O)C=C)c3)c2c1 ?
A498: 47.7; SNB-75: 60.5; CAKI-1: 45.5; SF-539: 59.2; SF-268: 55.9; ACHN: 45.8; RXF 393: 6.4*; SNB-19: 73.9

How did C#C[C@]1(O)CC[C@H]2[C@@H]3CC=C4c5sc(Nc6cc(Cl)ccn6)nc5CC[C@]4(C)[C@H]3CC[C@@]21C do in these assays?
A498: -42.4*; SNB-75: -33.2*; CAKI-1: -19.9*; SF-539: -53.2*; SF-268: 10.7; ACHN: 32.5; RXF 393: -52.8*; SNB-19: -1.1*

Results for CNC(C)[C@@H]1CC[C@@H](N)[C@@H](OC2[C@@H](N)C[C@@H](N)[C@H](OC3OC[C@](C)(O)[C@H](NC)[C@H]3O)[C@H]2O)O1 (some centres undefined) ?
A498: 100.3; SNB-75: 133.4; CAKI-1: 96.4; SF-539: 112.8; SF-268: 110.9; ACHN: 101.7; RXF 393: 121.0; SNB-19: 113.4

How did CCCCN(CCCC)CCCO do in these assays?
A498: 114.0; SNB-75: 86.7; CAKI-1: 105.7; SF-539: 100.5; SF-268: 100.7; ACHN: 104.8; RXF 393: 118.9; SNB-19: 111.8

What do the screens show for `Nc1ccc(-c2nn3c(CCC(=O)c4nc5ncccc5[nH]4)nnc3s2)c(O)c1`?
A498: 75.3; SNB-75: 70.3; CAKI-1: 70.1; SF-539: 89.1; SF-268: 73.5; ACHN: 90.5; RXF 393: 84.9; SNB-19: 88.2

What do the screens show for `CCCC(=O)N[C@H]1C[C@H]2CC[C@@]1(C)C2(C)C`?
A498: 65.6; SNB-75: 99.4; CAKI-1: 102.2; SF-539: 95.3; SF-268: 100.0; ACHN: 111.3; RXF 393: 112.5; SNB-19: 101.3

What do the screens show for `N#Cc1c(-c2cccc([N+](=O)[O-])c2)nc(SCC(=O)c2ccc(Cl)cc2)[nH]c1=O`?
A498: 92.3; SNB-75: 72.2; CAKI-1: 88.8; SF-539: 100.0; SF-268: 97.7; ACHN: 102.6; RXF 393: 102.0; SNB-19: 92.8

What do the screens show for `CC(C)OC(=O)[C@H](C)N[P@](=O)(OC[C@@H]1[C@@H](CO[P@@](=O)(N[C@@H](C)C(=O)OC(C)C)Oc2ccccc2)C=C[C@H]1n1cnc2c(N)ncnc21)Oc1ccccc1`?
A498: 69.6; SNB-75: 57.9; CAKI-1: 80.5; SF-539: 91.9; SF-268: 84.1; ACHN: 97.0; RXF 393: 105.3; SNB-19: 91.1

Results for CCc1cc(Cl)c(OC)c(C(=O)NCC2CCCN2CC)c1O (centres undefined) ?
A498: 70.1; SNB-75: 67.1; CAKI-1: 72.2; SF-539: 103.1; SF-268: 98.2; ACHN: 88.5; RXF 393: 73.0; SNB-19: 91.2

How did CC12OC(CC(O)C1O)n1c3ccccc3c3c4c(c5c6ccccc6n2c5c31)C(=O)N(CCN1CCOCC1)C4=O (centres undefined) do in these assays?
A498: -15.3*; SNB-75: -5.2*; CAKI-1: 2.2*; SF-539: 6.0*; SF-268: 17.9; ACHN: -59.7*; RXF 393: -6.9*; SNB-19: 9.0*

What do the screens show for `COc1ccc(CC(=O)OCCBr)cc1`?
SNB-75: 99.9; CAKI-1: 99.8; SF-539: 108.2; SF-268: 104.7; ACHN: 112.0; RXF 393: 118.0; SNB-19: 113.6

Results for O=C(CCCNC(=O)OCc1ccccc1)Oc1ccc([N+](=O)[O-])cc1 ?
A498: 110.5; SNB-75: 102.9; CAKI-1: 96.6; SF-539: 94.7; SF-268: 108.6; ACHN: 107.5; RXF 393: 105.8; SNB-19: 107.1

How did O=C1/C(=C/c2cccc(O)c2)COc2ccc(O)cc21 do in these assays?
A498: 116.7; SNB-75: 96.4; CAKI-1: 95.3; SF-539: 92.3; SF-268: 90.3; ACHN: 67.3; RXF 393: 115.5; SNB-19: 80.0

Results for CCOC(=O)[C@@]12CCCC=C1N1c3cc(Cl)ccc3-c3ccnn3[C@H]1CC2 ?
A498: 97.4; SNB-75: 80.2; CAKI-1: 64.7; SF-539: 95.4; SF-268: 112.7; ACHN: 82.3; RXF 393: 102.3; SNB-19: 90.5

How did Cn1c2ccccc2c2c3c(c4c5cc(F)ccc5oc4c21)C(=O)N(O)C3=O do in these assays?
A498: 60.8; SNB-75: 56.4; CAKI-1: 61.3; SF-539: 86.7; SF-268: 70.8; ACHN: 69.2; SNB-19: 75.3

How did N=C(N)c1ccc(NCCNc2ccc(C(=N)N)cc2)cc1 do in these assays?
A498: 90.2; SNB-75: 100.5; CAKI-1: 74.3; SF-539: 84.7; SF-268: 113.4; ACHN: 85.5; RXF 393: 98.3; SNB-19: 116.2

What do the screens show for `CCOc1ccc(-c2nn(-c3ccccc3)cc2/C=C2\SC(=S)N(CCCC(=O)O)C2=O)cc1[N+](=O)[O-]`?
A498: 78.3; SNB-75: 98.5; CAKI-1: 80.8; SF-539: 68.3; SF-268: 56.4; ACHN: 77.5; RXF 393: 77.8; SNB-19: 64.4

How did OCc1cnccc1NC1CCNC1 (centres undefined) do in these assays?
A498: 104.6; SNB-75: 77.8; SF-539: 102.9; SF-268: 94.8; ACHN: 109.5; RXF 393: 109.7; SNB-19: 109.7

How did COc1ccc(NC(=O)Nc2ccc(OCC(=O)N=Nc3c(O)[nH]c4ccccc34)cc2)cc1 do in these assays?
A498: 122.1; SNB-75: 118.6; CAKI-1: 97.1; SF-539: 101.8; SF-268: 87.7; ACHN: 105.1; RXF 393: 146.8; SNB-19: 99.5

How did N#Cc1c(Nc2ccccc2)nn2cc(-c3nc4ccccc4s3)c(N)nc12 do in these assays?
SNB-75: 55.9; CAKI-1: 82.6; SF-539: 58.0; SF-268: 70.0; ACHN: 59.0; RXF 393: 87.8; SNB-19: 76.5

How did C=C(CC)CCCC do in these assays?
A498: 103.4; SNB-75: 95.2; CAKI-1: 110.2; SF-539: 114.0; SF-268: 106.3; ACHN: 116.0; RXF 393: 110.8; SNB-19: 97.5

Results for CS(=O)(=O)c1ccc(C(=O)N=Nc2c(O)[nH]c3ccc(F)cc23)cc1 ?
A498: 85.2; SNB-75: 81.6; CAKI-1: 95.0; SF-539: 100.3; SF-268: 96.6; ACHN: 110.5; RXF 393: 113.5; SNB-19: 101.9

What do the screens show for `CCc1cc(-c2cc(CC)[nH]n2)n[nH]1`?
A498: 100.5; SNB-75: 99.5; CAKI-1: 90.6; SF-539: 96.7; SF-268: 99.4; ACHN: 93.9; RXF 393: 106.0

How did CC/C=C\C=C/C(=O)N/C=C/CC1Cc2cccc(O)c2C(=O)O1 (centres undefined) do in these assays?
A498: 47.9; SNB-75: 18.7; CAKI-1: 69.5; SF-539: 38.3; SF-268: 119.4; ACHN: 145.5; SNB-19: 56.0

How did O=C(CSc1cc[n+](CCCCF)c2ccccc12)n1ccc2ccccc21 do in these assays?
A498: 111.9; SNB-75: 83.7; CAKI-1: 79.9; SF-539: 100.3; SF-268: 108.2; ACHN: 94.9; RXF 393: 113.3; SNB-19: 105.2

Results for Fc1ccc(Cn2cc(CSc3nc4ccccc4o3)nn2)c(F)c1 ?
A498: 116.9; SNB-75: 91.4; CAKI-1: 94.8; SF-539: 101.3; SF-268: 93.6; ACHN: 102.6; RXF 393: 111.5; SNB-19: 102.4

Results for Cc1cc(-c2cn(Cc3ccc4c(Br)cc(Br)c(O)c4n3)nn2)ccc1F ?
A498: 80.6; SNB-75: 54.5; CAKI-1: 92.4; SF-539: 106.8; SF-268: 94.5; ACHN: 97.1; RXF 393: 99.5; SNB-19: 95.5

What do the screens show for `CN(C)C(=O)c1cccnc1`?
A498: 114.2; SNB-75: 117.2; CAKI-1: 102.3; SF-539: 92.9; SF-268: 112.9; ACHN: 94.5; RXF 393: 102.7; SNB-19: 122.5

What do the screens show for `COc1ccc(N=Nc2c(N)nn3c(-c4ccccc4)cc(C)nc23)cc1`?
A498: 57.6; SNB-75: 84.9; CAKI-1: 95.2; SF-539: 94.7; SF-268: 96.6; ACHN: 88.3; RXF 393: 93.9; SNB-19: 97.5

How did CC1(C)NCCC[C@]2(C)[C@H]3CC[C@@H]4[C@H]5[C@H](C(=O)/C=C/c6ccco6)CC[C@]5(CO)CC[C@@]4(C)[C@]3(C)CC[C@@H]12 do in these assays?
A498: 51.3; SNB-75: 83.0; CAKI-1: 76.1; SF-539: 87.8; SF-268: 95.7; ACHN: 99.6; RXF 393: 89.2; SNB-19: 94.2

How did NS(=O)(=O)c1ccc(Nc2ccnc(SCC(=O)c3ccc(F)cc3)n2)cc1 do in these assays?
A498: 107.0; SNB-75: 96.6; CAKI-1: 84.4; SF-539: 90.2; SF-268: 93.8; ACHN: 94.7; RXF 393: 89.7; SNB-19: 98.3

How did Cc1nn(-c2ccccc2)c2nc(N3CCN(C)CC3)c(C#N)cc12 do in these assays?
A498: 93.2; SNB-75: 59.1; SF-539: 97.1; SF-268: 90.0; ACHN: 77.4; RXF 393: 81.5; SNB-19: 110.0

What do the screens show for `COc1cc(CCn2nnc3c(Nc4ccc(N5CCCC5)cc4)ncnc32)cc(OC)c1`?
A498: 72.4; SNB-75: 91.8; CAKI-1: 68.1; SF-539: 92.7; SF-268: 89.3; ACHN: 77.6; SNB-19: 97.1

How did NC(=O)NC(=O)/C=C\C(=O)OCCOC(=O)/C=C\C(=O)NC(N)=O do in these assays?
A498: 114.0; SNB-75: 100.6; CAKI-1: 89.5; SF-539: 108.8; SF-268: 104.0; ACHN: 114.7; RXF 393: 117.6; SNB-19: 107.9

What do the screens show for `Cc1cccc(/C=C/c2c(C(=O)c3ccccc3)c(C)nc3ccccc23)c1`?
A498: 102.7; SNB-75: 85.5; CAKI-1: 52.9; SF-539: 94.3; SF-268: 85.1; ACHN: 90.3; RXF 393: 83.2; SNB-19: 80.2

Results for N#CC1c2ccccc2C=CN1C(=O)c1ccc(Cl)cc1 (centres undefined) ?
A498: 98.8; SNB-75: 94.9; CAKI-1: 90.2; SF-539: 96.3; SF-268: 109.0; ACHN: 94.7; RXF 393: 101.8; SNB-19: 103.9

What do the screens show for `O=[N+]([O-])c1ccc(CO)c(I)c1`?
A498: 97.4; SNB-75: 77.2; CAKI-1: 96.6; SF-539: 91.9; SF-268: 98.9; ACHN: 103.7; RXF 393: 102.8; SNB-19: 107.4

What do the screens show for `COc1ccc2c(c1)C1(Nc3ccccc3-c3nc4ccccc4n31)C(=O)N2` (centres undefined)?
A498: 82.8; SNB-75: 111.3; CAKI-1: 100.7; SF-539: 109.8; SF-268: 113.6; ACHN: 97.7; RXF 393: 95.2; SNB-19: 96.2

Results for Nc1ccc(CCc2ccccn2)cc1 ?
SNB-75: 97.6; CAKI-1: 100.5; SF-539: 109.5; SF-268: 101.0; ACHN: 110.1; RXF 393: 110.5; SNB-19: 106.1

How did COc1cc(CNC(=O)CCCC/C=C/C(C)C)ccc1OCc1cn(-c2cccc([N+](=O)[O-])c2)nn1 do in these assays?
A498: 78.9; SNB-75: 92.0; CAKI-1: 79.0; SF-539: 94.4; SF-268: 92.3; ACHN: 81.7; RXF 393: 92.7; SNB-19: 68.2

Quoted at random: two entries already listed.
How did COc1cc(CNC(=O)CCCC/C=C/C(C)C)ccc1OCc1cn(-c2cccc([N+](=O)[O-])c2)nn1 do in these assays?
A498: 78.9; SNB-75: 92.0; CAKI-1: 79.0; SF-539: 94.4; SF-268: 92.3; ACHN: 81.7; RXF 393: 92.7; SNB-19: 68.2

Results for Nc1ccc(CCc2ccccn2)cc1 ?
SNB-75: 97.6; CAKI-1: 100.5; SF-539: 109.5; SF-268: 101.0; ACHN: 110.1; RXF 393: 110.5; SNB-19: 106.1

Grouped by structure: the entries above with an NH in an aromatic ring (5)
What do the screens show for `Nc1ccc(-c2nn3c(CCC(=O)c4nc5ncccc5[nH]4)nnc3s2)c(O)c1`?
A498: 75.3; SNB-75: 70.3; CAKI-1: 70.1; SF-539: 89.1; SF-268: 73.5; ACHN: 90.5; RXF 393: 84.9; SNB-19: 88.2

What do the screens show for `N#Cc1c(-c2cccc([N+](=O)[O-])c2)nc(SCC(=O)c2ccc(Cl)cc2)[nH]c1=O`?
A498: 92.3; SNB-75: 72.2; CAKI-1: 88.8; SF-539: 100.0; SF-268: 97.7; ACHN: 102.6; RXF 393: 102.0; SNB-19: 92.8

How did COc1ccc(NC(=O)Nc2ccc(OCC(=O)N=Nc3c(O)[nH]c4ccccc34)cc2)cc1 do in these assays?
A498: 122.1; SNB-75: 118.6; CAKI-1: 97.1; SF-539: 101.8; SF-268: 87.7; ACHN: 105.1; RXF 393: 146.8; SNB-19: 99.5

Results for CS(=O)(=O)c1ccc(C(=O)N=Nc2c(O)[nH]c3ccc(F)cc23)cc1 ?
A498: 85.2; SNB-75: 81.6; CAKI-1: 95.0; SF-539: 100.3; SF-268: 96.6; ACHN: 110.5; RXF 393: 113.5; SNB-19: 101.9

What do the screens show for `CCc1cc(-c2cc(CC)[nH]n2)n[nH]1`?
A498: 100.5; SNB-75: 99.5; CAKI-1: 90.6; SF-539: 96.7; SF-268: 99.4; ACHN: 93.9; RXF 393: 106.0

Screening data deposited in PubChem by NCI.
